# Screens as filed in PubChem BioAssay.
# HIF-2a block: HIF-2a inhibition. 786-0 RCC cells HIF-2a reporter, luciferase luminescence, overnight. inhibition, % at 18.8 µM. hit rate 0.72% among 360,000. AID 624352;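 active means inhibition of the luminescence signal of 40% or more relative to plate controls, in a single-dose primary screen at 18.75 µM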
# NR2E3 ag-1: NR2E3 (human) agonism | Q9Y5X4 | GST-NR2E3/biotin-RetCOR TR-FRET, 1536-well | inhibition of corepressor binding, % at 4.78 µM | hit rate 0.12% among 320,000 | AID 2300;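 active means percent inhibition above the cutoff of mean plus 3 SD of all tested compounds, set per screening campaign, cut at about 20% in these data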;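 further: 0% = DMSO wells and 100% = biotin wells as full block of FRET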
# Target sequence (Q9Y5X4 whole entry, looked up): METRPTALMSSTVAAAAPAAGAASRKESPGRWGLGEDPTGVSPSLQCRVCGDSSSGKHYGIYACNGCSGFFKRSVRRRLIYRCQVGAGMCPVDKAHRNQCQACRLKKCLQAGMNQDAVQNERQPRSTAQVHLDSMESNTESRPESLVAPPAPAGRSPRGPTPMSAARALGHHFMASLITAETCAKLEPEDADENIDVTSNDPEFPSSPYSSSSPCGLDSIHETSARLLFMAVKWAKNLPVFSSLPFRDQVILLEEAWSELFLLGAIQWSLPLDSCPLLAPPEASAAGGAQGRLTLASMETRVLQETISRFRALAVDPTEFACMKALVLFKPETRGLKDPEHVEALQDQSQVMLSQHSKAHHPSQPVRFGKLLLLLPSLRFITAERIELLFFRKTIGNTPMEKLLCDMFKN
#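 Test system – NR2E3–RetCOR corepressor complex · Quantity – NR2E3 fusion 1.35 nM · Buffer or medium – Tris pH 7.5 · Incubation – Compound–protein incubation for 5 h at 4 °C · Technique – TR-FRET, Eu(K)-anti-GST donor, streptavidin-D2 acceptor, ex 340, em 617/671 nm · Evaluation – percent inhibition of 671/617 nm emission ratio versus biotin and DMSO controls · Plate – 1536-well format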
# Peg3 promoter: reduces Peg3 promoter-driven luciferase expression in HeLa; HeLa PEG-Prom luciferase reporter, luminescence, overnight; inhibition, % at 20 µM; hit rate 1.7% among 360,000; AID 588405;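 active means inhibition of at least 50% at 20 µM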
# Shn3 3UTR inh: inhibitors of Schnurri-3 3'UTR reporter in osteoblasts. Clone20 osteoblast Shn3 3'UTR firefly luciferase, 24 h. inhibition, % at 12.5 µM. hit rate 0.52% among 360,000;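 active means mean inhibition of at least 75% with every replicate also reaching 75%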;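 further: 0% = median of neutral control wells and 100% = pilot-screen positive control compound; some compounds past the cut are filed as inactive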
# m5-HT2A agonist: agonists of mouse serotonin 5-HT2A receptor (HTR2A); P35363; CHO-K1 mHTR2A beta-arrestin complementation, luminescence; percent of 30 µM serotonin response; activation, % at 7.6 µM; hit rate 0.66% among 360,000; AID 624169;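 active means activation above a run cutoff, the mean activation of all tested compounds plus 3 SD, cut at about 14% in these data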;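 further: 0% = plate median of compound wells and 100% = 30 µM serotonin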
# PDI turbidity: inhibitors of human protein disulfide isomerase; inhibition, % at 10 µM; hit rate 0.052% among 350,000; PDI insulin aggregation turbidity, A650, 90 min; P07237;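 active means mean inhibition across replicates of 30% or more, whatever share of single replicates reach that level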;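 further: absorbance from insulin aggregation driven by PDI reduction with DTT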
# Target sequence (P07237 whole entry, looked up): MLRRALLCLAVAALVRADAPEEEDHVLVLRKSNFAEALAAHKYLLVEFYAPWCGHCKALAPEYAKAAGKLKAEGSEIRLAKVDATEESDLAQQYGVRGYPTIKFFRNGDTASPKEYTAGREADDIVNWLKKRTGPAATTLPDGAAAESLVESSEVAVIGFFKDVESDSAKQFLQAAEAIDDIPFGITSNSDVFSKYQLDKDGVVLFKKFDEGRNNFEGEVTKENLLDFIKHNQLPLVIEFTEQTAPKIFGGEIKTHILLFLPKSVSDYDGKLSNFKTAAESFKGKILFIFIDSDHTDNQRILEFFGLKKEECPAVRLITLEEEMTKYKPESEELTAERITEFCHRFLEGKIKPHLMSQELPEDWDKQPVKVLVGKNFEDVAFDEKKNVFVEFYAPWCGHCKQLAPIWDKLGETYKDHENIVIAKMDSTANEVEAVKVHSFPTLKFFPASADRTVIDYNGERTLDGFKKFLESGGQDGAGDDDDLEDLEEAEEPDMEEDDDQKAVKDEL
# TRPM1 prom inh: reduces MITF-dependent TRPM1 promoter luciferase signal; inhibition, % at 12.5 µM; hit rate 0.83% among 330,000; SK-MEL-5 TRPM1 promoter luciferase, 24 h;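 active means mean inhibition across replicates of 60% or more, whatever share of single replicates reaches that level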; further: values of inactives mirror those of a sister screen read the other way
# NR2E3 ag-2: human photoreceptor-specific nuclear receptor agonism | Q9Y5X4 | CHO-S Gal4-NCOR/VP16-NR2E3 two-hybrid, luciferase | inhibition of corepressor binding, % at 3.98 µM | hit rate 0.35% among 360,000 | AID 602229;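 active means inhibition above the mean of all tested compounds plus 3 SD, cut at about 70% in these data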;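 further: 0% = DMSO with NR2E3 transfected cells and 100% = cells lacking NR2E3 construct; higher means lower luciferase signal from less NR2E3 corepressor binding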
# CaV13 FRET inh: Disruptors of the CACNA1D IQ motif to Ca2+-dependent inactivation inhibitor domain association, primary screening, Förster resonance energy transfer in intact living …; HEK cells, CFP/YFP FRET ICDI-IQ, plate reader, 10 min; percent FRET-ratio fall versus neutral wells; inhibition, % at 12.3 µM; hit rate 0.098% among 340,000;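 active means mean replicate inhibition of at least 30% and at least 1% of replicates passing that level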;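 further: 0% = median of the neutral control wells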
# hiPSC survival: hiPSC single-cell survival enhancement | survival enhancement, % at 20 µM | hit rate 0.044% among 360,000 | ATPlite luminescence; 100% = ROCK inhibitor wells, 0% = DMSO; in the data active means survival enhancement above about 18%;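 further: cells exposed to compounds for 16 hours before the ATP read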
# Cardio protect: modulators protecting cardiomyocytes from myocardial damage; hit rate 0.63% among 360,000; protection from H2O2 cell death, % at 20 µM; H9c2 cardiomyocytes, H2O2 injury protection, ATPLite, 2 h; AID 588492;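 active means compounds giving at least 50% protection of heart cells from peroxide-induced death in the single-dose screen, raw or plate-pattern-corrected value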;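 further: 0% = DMSO wells with peroxide and 100% = DMSO wells without peroxide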
# Starred values were filed as active, the others as inactive; nt = not tested or not shown.
SMILES,HIF-2a block,NR2E3 ag-1,Peg3 promoter,Shn3 3UTR inh,m5-HT2A agonist,PDI turbidity,TRPM1 prom inh,NR2E3 ag-2,CaV13 FRET inh,hiPSC survival,Cardio protect
COc1ccccc1CCC(=O)Nc1ccc(OC)c(S(=O)(=O)N2CCCCC2)c1,8.6,1.5,7.1,19.2,-5.8,6.9,10.6,-1.9,-2.4,-0.4,-0.8
C=C(c1ccccc1)c1ccccc1N,14.0,-4.7,10.2,-3.4,0.2,-2.2,-0.9,-19.0,-5.4,-0.1,0.0
O=C1CC(NNc2ccccc2)C(=O)N1c1ccc(N2CCCCC2)cc1 (stereo unspecified),-75.4,nt,-42.8,12.5,-3.0,3.2,-20.2,-4.6,-6.2,0.3,7.6
CSc1nc2ccc(Br)cc2[nH]1,-31.9,-1.5,-30.0,-9.3,-2.9,-4.2,-3.5,-27.6,-3.3,0.0,-1.3
CCCCN1C(=O)C(O)(CC(=O)c2c(C)coc2C)c2ccccc21 (stereo unspecified),25.1,0.8,0.7,-12.8,5.8,6.5,19.6,6.3,0.9,1.2,1.4
COc1ccc(C2/C(=C(\O)c3ccc4c(c3)OCCO4)C(=O)C(=O)N2CCCn2ccnc2)cc1 (stereo unspecified),-23.4,3.2,-13.2,-42.7,-8.8,-3.8,-3.8,-48.0,-14.0,-0.5,1.2
c1ccc2[nH]c(-c3ccncc3)nc2c1,-51.0,-1.2,-23.5,-24.2,3.0,-0.9,-40.8,-21.4,-18.7,0.3,-4.8
Cc1ccc(CC(=O)Nc2nc3c(s2)CCCC3)cc1,-165.6,-2.3,-118.2,-12.0,-6.0,5.0,-31.4,-49.2,-4.3,-3.9,-6.3
COc1ccccc1NC(=O)CCSc1nnc(-c2ccc(O)cc2)o1,-18.7,1.9,-11.2,27.4,2.3,29.3,2.2,14.7,-4.0,-0.7,-3.7
Cc1ccc(-n2nc3c(=O)n(CC(=O)NCc4ccc(C)o4)nc(C)c3c2C)cc1,2.6,-1.3,31.6,27.5,2.6,6.6,-11.9,11.8,-3.5,0.1,-2.4

# Single values from the results shown:
# Result for `COc1ccccc1CCC(=O)Nc1ccc(OC)c(S(=O)(=O)N2CCCCC2)c1` in Shn3 3UTR inh: 19.2
# Result for `Cc1ccc(-n2nc3c(=O)n(CC(=O)NCc4ccc(C)o4)nc(C)c3c2C)cc1` in TRPM1 prom inh: -11.9

# Carrying on:
SMILES,HIF-2a block,NR2E3 ag-1,Peg3 promoter,Shn3 3UTR inh,m5-HT2A agonist,PDI turbidity,TRPM1 prom inh,NR2E3 ag-2,CaV13 FRET inh,hiPSC survival,Cardio protect
CCn1cc(C(=O)NCC2CCCO2)c(=O)c2cc(S(=O)(=O)N3CCCCC3)ccc21 (stereo unspecified),24.0,-0.4,0.7,17.0,-7.2,7.5,11.5,9.3,-5.8,0.9,3.1
O=C(O)c1cccc(-c2ccc3c(c2)OCO3)c1,-6.4,-1.8,-10.3,7.8,0.1,8.9,8.5,-13.2,-10.8,-0.5,4.2
CCOC(=O)/C(=N\Nc1ccccc1)S(=O)(=O)c1ccccc1,-14.5,0.9,-3.2,-5.4,0.0,-1.0,-2.5,-22.8,-6.6,-0.4,-1.4
Cc1ccc(C(=O)Nc2ccc(OCc3ccccc3)cc2)s1,-86.9,2.0,-32.4,-30.4,-10.9,0.6,-65.7,-13.3,-1.9,0.5,-10.6
COc1ccc(S(=O)(=O)N2CCCCC2)cc1NC(=O)c1ccc(CS(C)(=O)=O)cc1,-0.9,4.6,0.1,-17.3,3.0,-4.3,-13.2,-3.2,-15.9,-0.4,-5.0
CCCCSc1nnc(-c2ccc(NC(=O)CC)cc2)n1C,10.4,0.3,-2.4,7.1,-2.7,-1.4,0.7,-32.9,-6.1,-2.4,-0.1
CCCS(=O)(=O)NC(=O)C1(C)CCCN(C(=O)c2cc(-c3ccccc3)cs2)C1 (stereo unspecified),-11.7,nt,-9.3,18.2,2.0,0.8,nt,-6.3,-6.2,4.8,-3.0
CCOc1cc(C(=S)N2CCCC2)ccc1OC(=O)Cc1ccc(F)cc1,8.1,-3.1,15.2,13.1,0.1,29.0,16.9,-0.9,-4.5,-1.9,-4.7
CCCCN1CC(COCc2ccccc2)Oc2cccc(F)c2S1(=O)=O (stereo unspecified),10.2,nt,-0.4,8.7,2.5,-0.7,8.5,-23.6,-9.7,0.5,-20.3
O=C(O)c1cccc(N/N=C/c2cccc3ccccc23)c1,38.2,-2.6,25.5,39.3,6.6,2.8,80.9*,-167.2,-17.1,-0.5,-2.0
Cc1ccc(NC(=O)CSc2nnc(C)c(=O)n2N)cc1Cl,-4.1,1.6,-1.7,3.4,5.0,1.4,-7.4,1.3,nt,-0.4,4.8
CC1Oc2ccccc2N(CC(=O)NC2CC2)C1=O (stereo unspecified),11.2,4.2,6.6,3.5,1.0,2.3,3.2,-38.3,-4.4,-0.3,3.4
O=C(Oc1cc2oc(=O)cc(-c3ccccc3)c2cc1Cl)C1CCCCC1,-3.9,0.1,1.6,-5.3,0.3,-1.6,-30.6,3.0,nt,-1.3,-1.2
O=C(O)Cc1ccc(C(=O)c2cccs2)s1,0.8,1.3,1.9,5.8,2.2,-2.7,0.7,5.2,-2.7,-1.3,8.7
CSc1ccc(CN(C)C(=O)C(c2ccccc2)c2ccccc2)cc1,8.3,-0.8,31.1,15.0,-0.4,-3.8,-10.6,-2.5,-6.5,-0.4,-5.0
O=C(OCC(=O)C12CC3CC(CC(C3)C1)C2)c1cccnc1Cl,9.1,3.3,2.0,-3.7,0.3,-8.5,2.5,-5.6,-4.4,3.5,-8.3
Cc1cc(Cl)ccc1OCCCC(=O)Nc1ccc(S(=O)(=O)Nc2ncccn2)cc1,10.7,-0.1,9.8,-37.8,-0.3,-1.3,-1.3,-15.7,-2.5,1.3,-3.4
COC(=O)Nc1nnc(CC(=O)Nc2ccccc2C)s1,7.9,0.6,-3.6,-2.5,3.0,-0.5,1.5,-21.1,-4.1,-0.4,-6.7
O=C1c2ccccc2S(=O)(=O)c2cc(C(=O)N3CCN(C(=O)c4ccccc4)CC3)ccc21,-7.0,0.7,-0.3,-5.7,4.5,0.3,-4.1,-19.3,-5.4,-0.5,2.4
Cn1c(-c2csc(-c3ccccc3)n2)n[nH]c1=S,-109.5,0.5,-81.2,-19.5,5.9,-6.4,-19.8,-26.0,-5.8,1.1,-10.0
CC(C)C[C@H]1CN([C@@H](Cc2ccccc2)CN2CCC[C@H]2CN2C(=O)C(=O)NC[C@@H]2Cc2ccc(O)cc2)C(=O)C(=O)N1CC1CCCCCC1,-20.5,nt,nt,nt,-6.4,nt,nt,2.0,-7.1,-0.3,nt
CC(=O)Oc1ccccc1/C=C/c1nc2ccccc2c(=O)o1,32.9,-1.2,23.8,6.4,0.2,-0.5,27.9,-67.4,-20.9,-0.7,-18.5
COc1ccccc1NC(=O)c1ccc(S(=O)(=O)N2CCC(C)CC2)cc1,-2.0,-1.7,17.2,3.2,4.0,-3.4,5.5,7.5,-2.3,-0.8,-9.4
COc1ccc(C(=O)COC(=O)Cn2nnc3ccccc32)cc1Br,14.0,-0.2,4.0,5.3,1.3,-3.9,10.7,10.8,-2.8,-0.6,13.7
Cc1nnc(N2CCOCC2)c2nn(-c3cccc(Cl)c3)c(C)c12,12.4,-0.4,5.4,8.6,-2.4,-11.9,3.3,-4.5,-3.8,3.8,1.2
CCOC(=O)N1CCN(c2c(F)cc3[nH]c(=S)[nH]c3c2Br)CC1,-0.5,-5.1,16.1,-28.4,-0.4,3.3,17.3,-70.5,-3.6,-1.2,-3.6
COC(=O)c1c(-c2ccc(C(C)(C)C)cc2)csc1NC(=O)C1C2CCC(O2)C1C(=O)O (stereo unspecified),-2.3,0.8,-7.5,3.0,1.5,2.6,10.6,-22.2,-17.9,-1.6,0.3
COc1cccc(C2c3[nH]c4ccccc4c3C[C@H]3C(=O)N(c4ccccc4C(=O)N4CCC(C(=O)O)CC4)C(=O)N23)c1 (stereo partly specified),19.1,-1.3,-11.7,-5.1,0.7,nt,14.3,-24.4,nt,2.4,0.8
OCC1OC(n2cnc3c(SCc4ccccc4)nc(F)nc32)C(O)C1O (stereo unspecified),-8.7,nt,-10.2,-17.1,1.7,-0.7,1.6,1.8,-6.7,1.1,-0.6
O=C(NC1CC1)c1ccc2c(c1)ncn2C1CCCC1,-164.8,7.3,-98.1,-46.9,-1.4,-0.1,-24.7,-46.1,nt,-1.2,1.0
O=C(CCc1c[nH]c2ccccc12)OCc1cccc([N+](=O)[O-])c1,12.3,1.9,-16.9,-11.4,4.8,-5.2,-12.1,-7.9,-3.0,-0.8,-5.2
O=C(OC1CCOC1=O)c1cc(S(=O)(=O)N2CCOCC2)c(Cl)cc1Cl (stereo unspecified),13.6,3.5,7.3,-1.7,1.0,-1.7,-6.6,2.1,-3.1,0.3,7.4
CCC(C)(C)n1nnnc1C(c1cccnc1)N1CCCc2ccccc21 (stereo unspecified),21.6,0.4,15.9,0.1,-2.4,-3.1,1.2,-12.8,-8.0,-1.4,1.7
CC(C)C(OC(=O)C1=Cc2ccccc2OC1)C(=O)NCC1CCCO1 (stereo unspecified),-219.4,nt,-155.3,-62.2,3.2,4.0,-5.5,-103.5,-6.1,1.0,-0.2
CCN1C(=O)c2ccccc2S(=O)c2ccc(C(=O)NC3CC3)cc21 (stereo unspecified),8.9,-0.9,7.8,-3.7,-4.8,nt,nt,-6.7,-3.3,-2.9,18.1
O=C(Nc1cccc(NC(=O)c2cccnc2)c1)c1ccccc1,-8.1,1.1,-1.4,11.9,5.9,-15.7,-2.5,-3.0,nt,-0.4,6.1
CCOC(=O)c1c(NC(=O)COC(=O)Cn2cnc3ccccc32)sc2c1CCC(C)C2 (stereo unspecified),-15.5,2.3,0.8,-14.3,5.6,-2.0,4.1,-8.7,-4.1,1.7,-12.1
COc1cccc(Cn2c3ccc(NC(=O)Cc4cc(OC)ccc4OC)cc3c(=O)n2C)c1,6.6,nt,4.4,-7.6,-1.6,2.5,nt,-70.9,-4.8,2.3,1.5
O=C(NC1CCCC1)c1ccc(Br)s1,-76.2,2.2,-45.7,6.7,-0.4,6.6,-9.7,-35.4,nt,0.2,-4.7
O=C(NCc1ccco1)C1CCCN(S(=O)(=O)c2cccc3nsnc23)C1 (stereo unspecified),6.6,2.8,7.4,4.2,-0.5,-9.6,0.8,-8.1,nt,-0.8,0.3
NNC(=O)c1cc(Br)cs1,12.7,3.6,3.8,-12.5,-2.5,-6.4,3.0,-70.1,-5.6,-0.6,10.4
CCCCCCCCn1ccc(=N)cc1,10.0,-1.2,9.1,nt,1.9,4.7,9.9,9.3,-0.8,0.0,-8.6
